# Fam108B inh – Fam108B inhibition, counter-screen for RBBP9 inhibitors; recombinant Fam108B, FP-Rh probe fluorescence polarization; inhibition, % at 9.51 µM; 300,000 tested, 0.33% active;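 active = inhibition above the screen mean inhibition plus 3 SD, computed separately per campaign, cut at about 18% in these data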;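 also: inhibitors lower polarization as less probe binds the enzyme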
# PME-1 primary – PME-1 (human) inhibition | Q9Y570 | recombinant PME-1, FP-Rh probe fluorescence polarization | inhibition, % at 5.9 µM | 320,000 tested, 0.53% active | AID 2130;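 active = inhibition above the campaign mean of all compounds plus 3 SD, cut at about 26% in these data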;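 also: competitive labeling of PME-1 active site by serine hydrolase directed probe; 0% = PME-1 with DMSO and 100% = wells lacking PME-1 enzyme; inhibitors block probe labeling so polarization falls and inhibition rises; many of its hits are not listed in these tables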
# Target sequence (Q9Y570 whole entry, looked up): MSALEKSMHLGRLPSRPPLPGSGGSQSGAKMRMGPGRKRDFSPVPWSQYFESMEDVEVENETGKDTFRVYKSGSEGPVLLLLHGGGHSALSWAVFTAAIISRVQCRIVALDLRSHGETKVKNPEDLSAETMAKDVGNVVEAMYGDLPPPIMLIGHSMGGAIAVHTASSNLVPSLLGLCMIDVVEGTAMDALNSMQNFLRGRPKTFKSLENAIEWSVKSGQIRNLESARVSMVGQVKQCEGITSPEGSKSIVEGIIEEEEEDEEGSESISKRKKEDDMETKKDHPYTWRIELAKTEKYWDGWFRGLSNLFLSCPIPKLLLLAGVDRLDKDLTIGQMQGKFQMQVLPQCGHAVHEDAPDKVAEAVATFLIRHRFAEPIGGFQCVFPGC
# PAD4 FP inh – blocks human protein arginine deiminase 4; recombinant PAD4, RCA probe fluorescence polarization; inhibition, % at 6.36 µM; 330,000 tested, 0.41% active;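 active = percent inhibition above a cutoff equal to the mean of all tested compounds plus 3 SD, cut at about 15% in these data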;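 also: 0% = PAD4 with RCA probe and DMSO and 100% = probe without PAD4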
# BCLXL inh – Bcl-xL (human) inhibition; GST-Bcl-xL / FITC-Bim BH3 peptide fluorescence polarization; inhibition, % at 10.9 µM; 320,000 tested, 0.7% active; AID 2129;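 active = inhibition above the mean of all tested compounds plus 3 SD, cutoff set per campaign, cut at about 30% in these data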;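 also: 0% = DMSO wells and 100% = unlabeled Bim-BH3 peptide competitor; inhibitors lower millipolarization by displacing the labeled peptide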
# Target sequence (Q07817 whole entry, looked up): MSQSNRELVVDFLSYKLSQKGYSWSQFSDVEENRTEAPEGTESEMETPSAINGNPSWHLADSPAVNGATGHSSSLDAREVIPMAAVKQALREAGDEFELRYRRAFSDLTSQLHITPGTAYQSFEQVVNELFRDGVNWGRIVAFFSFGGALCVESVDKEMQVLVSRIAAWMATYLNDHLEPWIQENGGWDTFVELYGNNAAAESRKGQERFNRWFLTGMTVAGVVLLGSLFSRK
# GLD-1 RNA inh – GLD-1-TGE RNA interaction inhibition (C. elegans) | Q17339 | purified GLD-1 + fluorescein TGE RNA, fluorescence polarization | inhibition, % at 5.96 µM | 320,000 tested, 0.44% active | AID 2280;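 active = percent inhibition above a per-plate cutoff, the plate mean of test compounds plus 3 SD, cut at about 30% in these data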;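 also: 0% = DMSO wells with GLD-1 and probe and 100% = wells lacking GLD-1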
# GSTO1 counter – blocks human GSTO1 in RBBP9 counter-screen | AID 1974 | P78417 | inhibition, % at 5.96 µM | recombinant GSTO1, activity-based probe fluorescence polarization | 300,000 tested, 1.1% active;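 active = inhibition above the campaign mean inhibition plus 3 SD, cut at about 35% in these data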;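 also: 0% = GSTO1-1 with DMSO and 100% = wells lacking GSTO1-1 enzyme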
# Target sequence (P78417 whole entry, looked up): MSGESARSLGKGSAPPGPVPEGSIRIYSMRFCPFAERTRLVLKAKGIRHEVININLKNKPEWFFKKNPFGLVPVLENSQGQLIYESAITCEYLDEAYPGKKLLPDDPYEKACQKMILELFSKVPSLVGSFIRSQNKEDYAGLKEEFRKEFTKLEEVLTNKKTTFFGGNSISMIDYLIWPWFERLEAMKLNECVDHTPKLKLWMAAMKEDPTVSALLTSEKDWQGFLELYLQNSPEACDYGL
# MEX-5 binding – C. elegans MEX-5 TCR-2 RNA binding activity; Q9XUB2; AID 1832; 300,000 tested, 0.38% active; activity score (negative = inhibition of binding), % at 10 µM; MEX-5/FITC-TCR2 RNA binding, fluorescence polarization; hits give low values;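 active = inhibition past about -25% in most replicates, and total fluorescence under double the plate's negative control median, limit read from the data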;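 also: 0% = DMSO and -100% = 5 µM competing unlabeled TCR2 RNA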
# MCL1-BIM inh – MCL1-BIM-BH3 interaction inhibition (human) | Q07820 | 320,000 tested, 0.68% active | inhibition, % at 10.9 µM | GST-MCL1 / FITC-Bim-BH3 fluorescence polarization;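 active = inhibition above the mean inhibition of all tested compounds plus 3 SD, set per campaign, cut at about 40% in these data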;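 also: 0% = DMSO wells and 100% = unlabeled Bim-BH3 peptide control; higher means more loss of mP so more displacement of Bim peptide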
# TPT1 inhibitor – C. albicans TPT1 enzyme inhibition; inhibition, % at 5 µM; AID 1962; recombinant caTPT1, FP RNA substrate dephosphorylation; 300,000 tested, 0.81% active;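 active = inhibition above the mean of all tested compounds plus 3 SD, set per screening campaign, cut at about 24% in these data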;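 also: plate controls were DMSO alone for no effect and ferristatin control at 100 nM for full effect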
# The depositor's hits bear a star; x = no result given. Some of the compounds tested; count on the stated rates, not on these rows.
# Value order: Fam108B inh, PME-1 primary, PAD4 FP inh, BCLXL inh, GLD-1 RNA inh, GSTO1 counter, MEX-5 binding, MCL1-BIM inh, TPT1 inhibitor
Cc1ccc(C(=O)CC(SCC(=O)O)c2ccc([N+](=O)[O-])cc2)cc1 (stereo not drawn)
    -4, -15, 2, 5, 3, 16, -3.6, 9, -3
CC1(C)CC(NC(=O)Nc2ccc([N+](=O)[O-])cc2)CC(C)(C)N1
    1, -2, -5, 5, 3, 4, -3.6, 6, -7
N#Cc1cc(Cl)c(NCC2CCCO2)cc1C#N (stereo not drawn)
    3, 5, -3, -1, 13, 3, 3.4, 3, 0
CC(C)CNC(=O)C1CCN(S(=O)(=O)c2ccc(-n3cnnn3)cc2)CC1
    -1, -6, 3, 0, -2, -4, -2.0, -2, 3
Cc1ccc(NC(=O)CCC(=O)NNC(=O)Cc2ccccc2)cc1C
    -1, -8, -4, 4, 4, -7, -0.1, -2, 3
Cc1cccnc1
    x, -1, -2, 1, 1, x, x, 3, x
COc1ccc(S(=O)(=O)Nc2cc3c4c(oc3c3ccccc23)CC(C)(C)CC4=O)cc1
    -13, -19, -4, -1, 13, -15, -1.1, -4, -6
Cc1ccc(S(=O)(=O)NC(CC(=O)NCc2ccco2)c2ccco2)cc1 (stereo not drawn)
    2, -1, 0, 6, 0, -5, 0.0, 3, -1
O=C(NCc1ccccc1)NC1(C(=O)N2CCN(c3ncccn3)CC2)CCCCC1
    2, 4, 0, 0, 5, -9, 2.3, 7, -3
COCCNC(=O)/C(C#N)=C/c1ccc2c(c1)OCO2
    -3, 3, 3, 3, 6, 1, 3.3, 13, 0
COc1cc(C(=O)Nc2nnc(SC)s2)c([N+](=O)[O-])cc1OC
    3, 7, 1, 4, 0, 1, -1.4, 5, -1
O=S(=O)(c1cccs1)N1CCN(CC(O)COc2cccc(Br)c2)CC1 (stereo not drawn)
    -3, -3, -2, 8, 5, -3, 0.7, 1, -1
COc1ccc2nc(C)cc(SCC(=O)Nc3c(C)cccc3C)c2c1
    -6, 5, 2, -5, 1, 3, 5.4, -4, 1
CN(C)CCCNC(=O)CCc1nc2ccccc2c(=O)[nH]1
    -3, 3, -1, -4, 8, 9, -0.3, 0, -8
C/C(NC1CCCCC1)=C(/C#N)C(=O)NCCN1CCOCC1
    -1, 0, -3, 8, 8, -5, 2.5, 8, -7
CCCCC(=O)Nc1cnc(NC(=O)c2ccco2)cc1C
    0, 4, -5, 9, 5, 1, 0.4, 3, -1
Fc1cccc(F)c1/C=N/NC(=S)Nc1cccnc1
    -1, 0, -1, 2, 9, 1, 0.1, 7, -1
CCc1ccc2[nH]c(=O)c(CN(CCCN3CCOCC3)C(=O)Nc3ccc(F)cc3)cc2c1
    -1, -1, -1, -2, -9, 0, -0.2, 0, 1
COc1cc(C2C3=C(CCCC3=O)Nc3ccc4ncccc4c32)ccc1O (stereo not drawn)
    0, -2, -3, 2, -1, -2, -0.4, -5, 4
COc1ccc(CC(=O)N/N=C(\C)CC(=O)Nc2ccc3c(c2)OCCO3)cc1
    2, 0, 5, 6, 5, 7, 0.0, 7, -2
CC(C)(C)n1ncc2c(=O)n(Cc3ccccc3Br)cnc21
    x, 8, -7, 0, -1, x, x, 4, x
O=C1CC(Sc2cccs2)C(=O)N1c1ccccc1 (stereo not drawn)
    -2, -2, 24*, 10, -1, -11, 2.6, 11, 2
Cc1ccc(N(CC(=O)NC2CCCCCC2)S(=O)(=O)c2c(C)nn(C)c2C)cc1
    -5, -6, 2, 0, 1, 5, -1.1, 1, -4
O=C(NCC(c1cccs1)N1CCOCC1)c1ccc(OCc2ccccc2)cc1 (stereo not drawn)
    x, 2, 2, 6, 2, x, x, 1, x
O=C(Nc1nc2c(s1)CCCC2)C1CCCN1C(=O)c1cccs1 (stereo not drawn)
    4, -1, -5, -16, 1, -4, 0.2, -21, -1
Clc1ccc(-c2noc(CN(Cc3ccccn3)CC3CCCO3)n2)cc1 (stereo not drawn)
    0, 3, -3, 1, -1, 1, 0.4, 1, 1
COc1ccccc1NC(=S)N(Cc1ccco1)Cc1cc2cc(C)ccc2[nH]c1=O
    0, -6, 2, 4, -1, -4, -1.2, 13, 1
COc1ccc(C)cc1NC(=O)CN(C)C1CCCCC1
    0, -5, -1, 5, -5, -3, -1.3, 3, 0
CCc1ccc2[nH]c(O)c(N=Nc3nc(-c4ccccc4)cs3)c2c1
    9, 17, -8, -3, 0, -4, 0.6, -10, 43*
Cn1ccnc1SCC(=O)Nc1ccc2c(c1)COC2=O
    5, 1, -7, 5, 2, -1, -1.1, 1, 2
CC[C@H](C)[C@H](NC(=O)OCc1ccccc1)C(=O)OCC(=O)Nc1ccc(N2CCOCC2)cc1
    -1, -1, -2, 6, -2, 1, 0.9, -2, -5
O=C(NCCC1=CCCCC1)c1cc(S(=O)(=O)N2CCOCC2)ccc1Cl
    4, 14, 0, 0, 0, 4, -1.3, -2, 1
COC(=O)CSc1nnc(NC(=O)c2ccc3c(c2)OCO3)s1
    3, 5, -4, 5, 1, 4, 2.3, 2, 1
O=C(COC(=O)c1ccc([N+](=O)[O-])o1)NC1CCS(=O)(=O)C1 (stereo not drawn)
    4, 0, -9, 4, 5, 11, -1.3, 4, -5
COc1ccc(-n2nc(C)cc2Nc2ccccc2C(=O)O)cc1
    2, -2, 0, 11, 5, -9, 0.6, -5, -2
O=C1CC(N2CCN(C(c3ccccc3)c3ccccc3)CC2)C(=O)N1 (stereo not drawn)
    1, 5, -4, 8, 5, 5, 0.6, 4, -2
N#Cc1ccc(C(c2nnnn2CCc2ccccc2)N2CCCCCC2)cc1 (stereo not drawn)
    2, 5, 3, 5, 6, -7, -0.2, -1, -1
O=C(CSc1nncs1)NCCNC(=O)CSc1nncs1
    -5, 1, 6, -2, -3, 3, -0.9, -2, -4
CCCN1CCN(S(=O)(=O)c2cn(C)nc2C)CC1
    2, 2, 4, 66*, 27, 0, -22, 84*, -15
CCOc1cccc(OCCOCCN(C)Cc2ccccc2)c1
    0, -3, 5, 4, 9, 10, 1.7, 4, -1

# Taken from above:
# Reading for `O=C1CC(N2CCN(C(c3ccccc3)c3ccccc3)CC2)C(=O)N1` (stereo not drawn) in TPT1 inhibitor: -2
# Reading for `COc1ccc(-n2nc(C)cc2Nc2ccccc2C(=O)O)cc1` in PME-1 primary: -2

# Later entries.
# Value order: Fam108B inh, PME-1 primary, PAD4 FP inh, BCLXL inh, GLD-1 RNA inh, GSTO1 counter, MEX-5 binding, MCL1-BIM inh, TPT1 inhibitor
CCN1C(=O)c2cccc3c(Cl)ccc1c23
    4, 6, -2, 7, -2, 0, -1.6, 7, -1
CCOC(=O)CN1CC23C=CC(O2)C(C(=O)Nc2ccc(OC)cc2OC)C3C1=O (stereo not drawn)
    -4, 2, 2, 3, -3, 6, -2.2, -1, 2
O=C(CN1C(=O)c2cccc3cccc(c23)C1=O)N1CCN(c2ccccn2)CC1
    -1, 2, -1, 7, 1, -2, -0.2, 5, -3
CC(=O)Nc1nnc(/C=C/c2cccc([N+](=O)[O-])c2)s1
    -1, -1, -1, 4, -5, 12, -1.5, 10, 0
Cc1cc(=O)[nH]c(SCC(=O)Nc2ccccc2C)n1
    -1, -5, -2, 5, 2, 5, 0.8, 0, -1
O=C(NCCc1ccc2c(c1)OCCO2)c1cc(F)cc(F)c1
    -4, -5, 3, 1, 8, -2, 1.3, -4, -2
COc1ccc2cc(CCNC(=O)c3c(-c4ccccc4Cl)noc3C)c(=O)[nH]c2c1
    -1, 3, 1, 2, 4, -4, 0.3, 7, 0
CC(NCc1cccn1C)c1ccccc1 (stereo not drawn)
    1, -3, -1, 5, 3, -2, 0.2, 3, -4
CN1Cc2c(N3CCOCC3)nc(SCc3ccccc3)c(C#N)c2CC1(C)C
    1, 9, -1, 16, 21, -8, -0.4, 15, -5
O=C(Cn1c(N2CCN(C/C=C/c3ccccc3)CC2)nc2ccccc21)c1ccccc1
    -2, 5, -1, 4, 3, 6, 3.1, 3, -4
Cc1ccc2c(C(=O)CN3CCCCC3CCO)c(C)[nH]c2c1 (stereo not drawn)
    -2, -1, -9, 9, 2, 8, 2.4, 8, 5
CO/N=C/NC(=O)N1OC[C@@H]2COc3ccc4ccccc4c3[C@@H]21
    -3, 1, -4, 8, 4, 7, -0.2, 6, 0
COC(=O)c1cccc(NC(=O)c2cccs2)c1C
    2, 5, 2, 3, 1, -1, 0.4, 3, 0
COc1ccc(C(=O)C2CCCN(Cc3c(O)cccc3OC)C2)cc1OC (stereo not drawn)
    2, 0, -8, 5, 3, 9, 0.1, 13, -4
CC(C)(C)[C@H]1C=C(C(=O)Nc2ccccc2)O[C@@H](OCc2ccc(CO)cc2)C1
    -3, -2, 0, 5, 6, 1, 0.3, 0, 2
Cc1ccc(NC(=O)CNCc2ccccn2)cc1S(=O)(=O)N(C)C
    5, 1, -8, -1, 3, 6, 1.7, -3, 3
O=C(N/N=C/c1ccncc1)c1cc(Br)ccc1OCc1ccccc1
    -1, -2, -3, 0, -4, -4, -0.2, 9, -3
CCCCN(C)C(=O)c1nc2ccccn2c1CN1CCC[C@H]1CO
    1, 0, -1, 10, 9, 2, -11, 22, -6
O=C(O)/C=C/c1ccc(S(=O)(=O)N2CCCCCC2)cc1
    -2, -7, -1, -3, -31, -4, 0.3, -4, 3
COc1ccc(-c2cc(N)n(S(=O)(=O)c3ccc(C)cc3)n2)c(OC)c1
    -1, 1, 0, 48*, -2, 9, -1.4, 7, -4
COc1cc(/C=C2\CCCc3c2nc2ccccc2c3C(=O)O)cc(OC)c1O
    4, 0, -1, 15, 7, 18, -11, 14, -5
CCCNc1ncnc2nc[nH]c12
    3, -5, 1, 0, 1, 2, 2.7, 3, -1
Cc1nc2c(nnn2Cc2ccccc2)c(=O)[nH]1
    1, -1, 1, 16, 5, -1, -2.4, 16, -4
Cn1c(CNC(=O)c2ccco2)nnc1SCC(=O)N1CCN(c2ccccc2)CC1
    -1, -1, -1, 1, 10, 2, 1.4, 3, -4
O=S(=O)(NCc1ccccn1)c1ccccc1
    5, -9, -2, 4, 5, -2, -0.3, 3, -1
Cc1cccc(-c2n[nH]c(=S)n2/N=C/c2ccc(C)s2)c1
    2, 3, 1, -25, 5, -4, -1.8, -16, -2
Cc1cccc(N2CC(O)(c3cccs3)[N+]3=C2CCCCC3)c1 (stereo not drawn)
    4, -3, -4, 3, 1, 3, 0.8, 7, 0
CC(=O)C1=C(C)NC(=O)NC1c1cc(Br)ccc1OCC(N)=O (stereo not drawn)
    1, -2, -5, -1, -5, -4, -3.1, 0, 12
COc1ccc2nc(N3CCCC(O)C3)c(C#N)cc2c1 (stereo not drawn)
    5, 5, -1, 32*, 19, 4, -14, 26, -3
Cc1cccc(NC(=S)NC2CCN(Cc3ccccc3)CC2)c1C
    0, 2, -3, 5, -1, -4, -1.8, 16, -2
CCN(CC)CCCNC(=O)c1cc2nc(-c3ccccc3)cc(C(F)(F)F)n2n1
    0, 0, 5, 2, 5, 7, -1.0, 9, 1
NC(=O)[C@H]1CC2(CC(c3cccc(NC(=O)[C@H]4CCC(=O)N4)c3)=NO2)CN1C(=O)c1ccccc1C(=O)c1ccccc1 (stereo partly drawn)
    -4, 1, 5, 8, 0, 3, 1.1, 1, -2
CC(=O)NCCC(=O)Nc1cc(S(=O)(=O)N2CCOCC2)ccc1N1CCOCC1
    8, -1, -2, -9, 1, 1, 2.9, -8, -1
COc1cc(Br)cc(/C=C/c2ccc3cccc(O)c3n2)c1OC
    -1, -1, 3, 6, -3, 7, 4.9, 10, -2
CCCCCC(=O)NCc1c(C(F)(F)F)nn(C)c1N1CCOCC1
    0, -7, -3, 3, -3, 0, -2.6, -8, 1

# Source: PubChem BioAssay (several laboratories)
